Screening data (PubChem BioAssay)
Growth percent in the NCI-60 one-dose screen (48 h, 10 µM unless noted): 100 = growth as untreated, 0 = no growth, -100 = all killed.
HT29 = HT29 colon cancer; 81,000 compounds, 7.4% hits
HCT-15 = HCT-15 colon cancer; AID 1794746; 82,000 compounds, 5.2% hits
SW-620 = SW-620 colon cancer | 82,000 compounds, 5.2% hits | AID 1794795
COLO 205 = COLO 205 colon cancer; 79,000 compounds, 7.3% hits; AID 1794742
NCI-H226 = NCI-H226 lung cancer. 79,000 compounds, 3.5% hits. AID 1794732
NCI-H322M = NCI-H322M lung cancer; 80,000 compounds, 2.7% hits
NCI-H460 = NCI-H460 lung cancer; 82,000 compounds, 6.8% hits
HCT-116 = HCT-116 colon cancer. 82,000 compounds, 7.3% hits. AID 1794798
KM12 = KM12 colon cancer cells; 82,000 compounds, 5% hits; AID 1794800
Active calls of the source: *; / = no result given; & = joins results of further samples. How the source made its calls: active means growth percent below 10; inactive means the rest.

Each structure is followed by: HT29	HCT-15	SW-620	COLO 205	NCI-H226	NCI-H322M	NCI-H460	HCT-116	KM12
- COc1ccc(-c2nc(SCC(=O)c3ccc(F)cc3)[nH]c(=O)c2C#N)cc1
→ 95	97	94	92	81	96	96	94	92
- CCOC(=O)c1c(NC(=O)c2ccc(Cl)cc2)sc2c1CCCC2
→ 99	98	102	117	96	98	105	97	101
- COc1ccc(OC)c(Cn2cc3c(c2-c2ccccc2)CCc2cnoc2-3)c1
→ 30	45	37	36	79	57	23	43	33
- CC1=CC(=C2C=CC(=O)C=C2)C=C(C)N1C
→ 111	95	135	129	96	99	108	105	84
- Clc1cccc(Cl)c1C[n+]1ccccc1
→ 103	101	108	108	98	107	107	98	103
- O=C1NC(c2ccccc2)(c2ccccc2)C(=O)N1CNc1ccccn1
→ 109&107	104&106	105&102	107&116	104&95	104&110	110&103	101&102	107&105
- CC(C)(C)c1cc(/C=N/Nc2cc(Cl)ncn2)c(O)c(C(C)(C)C)c1
→ 22	30	59	44	62	61	35	34	52
- O=C(N/N=C\c1ccc(Cl)cc1Cl)C1CC1
→ 94	95	99	110	104	92	101	105	106
- CCN1C(=S)N(CC)C2C1NC(=O)N2/N=C/C=C/c1ccccc1OC (stereo not drawn)
→ 96	61	88	101	80	95	97	84	84
- Fc1ccc(NC(=S)Nc2ccc(Cl)cc2)cc1
→ 102	76	115	124	81	80	79	77	96
- CCOC(=O)c1cc2c(n1Cc1ccc(OC)cc1)-c1oncc1CC2
→ 108	113	110	112	125	92	107	98	111
- C[n+]1c(/C=N/NC(N)=S)ccc2ccccc21
→ 108	100	101	96	98	97	100	102	95
- Cc1ccc2c(c1)C(=O)/C(=C/c1ccc(OCC(=O)c3ccc(Cl)cc3)cc1)CS2
→ 119	108	103	111	100	114	118	104	61
- O=C(Oc1ccccc1-c1ccccc1)c1ccccc1
→ 92	118	107	/	89	88	117	100	106
- CCc1cccc(CC)c1N1C(=O)CSCC1=O
→ 107	103	109	99	100	100	108	107	100
- Cc1ccc(NCc2cn(-c3ccc(C(=O)O)cc3)nc2-c2ccc(C(=O)O)cc2)nc1
→ 108	102	97	111	102	100	102	103	102
- CC(C)OCc1cc(CN2CCN(c3cccc(Cl)c3)CC2)c(O)c2ncccc12
→ -17*	4.1*	-3.2*	-43*	1.5*	-11*	0.4*	-55*	-23*
- Cc1ccc2c(c1)C(=O)/C(=C/c1ccc(Cl)cc1)S2
→ 106	100	106	114	86	100	105	91	100
- O=C1/C(=C/c2ncc(CO)s2)SC(=S)N1Cc1ccccc1
→ 90	95	83	95	102	107	102	92	73
- Cc1cc(=O)[nH]c(SCC(=O)N2CCN(c3cc4c(cc3F)c(=O)c(C(=O)O)cn4C3CC3)CC2)n1
→ 101	100	98	106	94	98	104	106	110

Rewritten tab-delimited: entries from further up.
mol	HT29	HCT-15	SW-620	COLO 205	NCI-H226	NCI-H322M	NCI-H460	HCT-116	KM12
CCOC(=O)c1cc2c(n1Cc1ccc(OC)cc1)-c1oncc1CC2	108	113	110	112	125	92	107	98	111
C[n+]1c(/C=N/NC(N)=S)ccc2ccccc21	108	100	101	96	98	97	100	102	95

The main list resumes, repeating the 2 entries before the break.
Each structure is followed by: HT29	HCT-15	SW-620	COLO 205	NCI-H226	NCI-H322M	NCI-H460	HCT-116	KM12
- O=C1/C(=C/c2ncc(CO)s2)SC(=S)N1Cc1ccccc1
→ 90	95	83	95	102	107	102	92	73
- Cc1cc(=O)[nH]c(SCC(=O)N2CCN(c3cc4c(cc3F)c(=O)c(C(=O)O)cn4C3CC3)CC2)n1
→ 101	100	98	106	94	98	104	106	110
- COc1cc2cc3c(nc2cc1OC)CCN3Cc1ccc(NC(=O)c2cccc(Cl)c2Cl)cc1
→ 103	97	109	97	94	97	108	98	91
- COc1ccc(/C=N/N(C)C)cc1
→ 112	97	91	114	98	108	99	104	97
- CSc1nc(N)n(/N=C(\C)c2ccccn2)c(=O)c1C#N
→ 107	99	104	113	104	102	106	90	108
- CCSc1nc(O)cc(=O)[nH]1
→ 100	98	103	127	106	101	110	104	104
- CCNC(=O)c1[nH]cc(-c2ccc(OC)cc2)c1-c1cc(OC)cc(OC)c1
→ 95	69	101	105	89	98	99	82	90
- COc1ccc(-c2cc(=O)c3c(CC(=O)O)cc(O)cc3o2)cc1
→ 96	107	106	117	97	102	118	107	104
- COc1cc(C2CC(c3cccc(Nc4ccncc4)c3)=NN2c2ccc(Cl)cc2)cc(OC)c1OC (stereo not drawn)
→ -30*	-36*	-67*	-63*	84	65	-74*	105	-75*
- O=C1CCCc2cc(OCCCCN3CCCCC3)ccc2N1
→ 122	111	121	120	109	100	125	109	112
- Cc1nn(-c2ccc(F)cc2)c2nc[nH]c(=O)c12
→ 96	107	112	115	109	95	110	102	99
- CC(C)=CCC[C@](C)(O)[C@H]1CC[C@]2(C)[C@@H]1CC[C@@H]1[C@@]3(C)CC(Cc4ccncc4)C(=O)C(C)(C)[C@@H]3CC[C@]12C (stereo partly drawn)
→ 102	98	99	107	99	96	105	93	99
- CCCCN(C)c1ncnc2[nH]ncc12
→ 106	114	121	105	88	109	106	109	113
- COC(=O)CCCCCCCC(C)=O
→ 101	93	105	110	103	105	111	96	95
- COc1c(O[C@@H]2OC(CO)[C@H](O)[C@H](O)C2O)cc2oc3cc(O[C@H]4O[C@H](CO)[C@@H](O)C(O)C4O)c(CC=C(C)C)c(O)c3c(=O)c2c1CC=C(C)C (stereo partly drawn)
→ 106	105	99	119	95	107	102	108	110
- O=C(NCCCl)N(Cc1ccccc1)C(=O)SSCCc1ccccc1
→ 123	87	105	131	94	93	109	102	101
- CCC(/C=C\C(C)=O)CC
→ 107	101	99	107	107	99	100	97	105
- Cn1c2ccccc2c2c3c(c4c5ccccc5n(C)c4c21)C(=O)OC3
→ 105	97	88	107	81	88	98	94	97
- NC(N)=NCCC[C@@H]1NC(=O)[C@H](Cc2ccc(O)cc2)NC(=O)CNC(=O)[C@H](CO)NC(=O)[C@H](Cc2ccccc2)NC1=O
→ 110	104	94	107	99	100	101	104	100
- C=C1C(=O)O[C@H]2[C@H]1CC/C(COC(=O)NC1CCC(O)CC1)=C\CC[C@@]1(C)O[C@@H]21 (stereo partly drawn)
→ 44&60	85&92	30&27	42&45	95&85	99&105	97&100	33&42	98&97
- CN1CCN(c2ccc(C(=O)/C=C/c3cc(C(F)(F)F)cc(C(F)(F)F)c3)cc2)CC1
→ -3.5*	-84*	-45*	-83*	-43*	-82*	-41*	-87*	-57*
- O=C(C(=C(c1ccccc1)c1ccccc1)c1ccccc1)c1ccccc1
→ 65	83	66	116	84	98	61	61	53

(continued)
Letter code: A = HT29; B = HCT-15; C = SW-620; D = COLO 205; E = NCI-H226; F = NCI-H322M; G = NCI-H460; H = HCT-116; I = KM12
> CC(=O)O[C@]1(C)C(=O)C23C=CC1C[C@@]21O[C@@H]2C(C)(C)C=C[C@H](O)C23COC1=O
  A: 107	B: 102	C: 104	D: 103	E: 102	F: 99	G: 100	H: 103	I: 104

> COc1cc2oc(-c3cccc(C(=O)Nc4ccccc4)c3)cc(=O)c2c(O)c1OC
  A: 54	B: 93	C: 94	D: 92	E: 73	F: 66	G: 34	H: 46	I: 58

> N#Cc1c(-c2ccccc2)nc(SCC(=O)Nc2nc(-c3ccc(Cl)cc3)cs2)[nH]c1=O
  A: 93	B: 104	C: 113	D: 106	E: 96	F: 98	G: 106	H: 82	I: 103

> COc1ccc(/C=C2\SC(=O)N(CC(=O)Nc3ccc(C(=O)/C=C/c4cc5ccccc5nc4Cl)cc3)C2=O)cc1
  A: 102	B: 96	C: 104	D: 110	E: 82	F: 103	G: 99	H: 81	I: 100

> COc1cccc(-c2nn(-c3ccccc3)cc2-c2ccnc(NCCCNS(=O)(=O)c3ccc(Cl)cc3)c2)c1
  A: 11	B: 34	C: 63	D: 15	E: 40	F: 67	G: 41	H: 31	I: 39

> COc1cccc(CNc2ccc(Cl)cc2)c1O
  A: 93	B: 74	C: 84	D: 100	E: 99	F: 83	G: 98	H: 83	I: 84

> C/C(Cl)=C/CN(C/C=C(/C)Cl)CCO
  A: 104	B: 97	C: 105	D: 104	E: 100	F: 105	G: 105	H: 106	I: 106

> COc1cc2c3c(n(C)c(=O)c2cc1OC)-c1cc2c(cc1C3=O)OCO2
  A: 47	B: 81	C: 59	D: 73	E: 67	F: 90	G: 29	H: 51	I: 84

> COc1cc(F)c(/C=C/c2cc(/C=C/c3cc(OC)c(OC)cc3F)n(-c3ccc(OC(F)(F)F)cc3)n2)cc1OC
  A: 91	B: 106	C: 98	D: 98	E: 94	F: 89	G: 101	H: 98	I: 96

> COc1ccc(-c2nsc3c2NC(=O)CC3c2ccc3c(c2)OCCO3)cc1 (stereo not drawn)
  A: -0.6*	B: 15	C: 36	D: -70*	E: /	F: 75	G: 6.6*	H: 13	I: 21

> O=C(Nc1cccc(C2=NCCN2)c1)c1ccc(C(=O)Nc2cccc(C3=NCCN3)c2)c([N+](=O)[O-])c1
  A: 93	B: 103	C: 94	D: 95	E: 101	F: 106	G: 105	H: 90	I: 109

> CC(=O)[C@H]1CC[C@]2(C)[C@@H]1CC[C@@H]1[C@@]3(C)Cc4nc5ccccc5nc4C(C)(C)[C@@H]3CC[C@]12C
  A: 95	B: 91	C: 103	D: 94	E: 96	F: 105	G: 103	H: 91	I: 87

> C=C1C(=O)O[C@H]2[C@H]1CC/C(COC(=O)CCSCCC(=O)O)=C\CC[C@@]1(C)O[C@@H]21
  A: 104	B: 96	C: 59	D: 81	E: 86	F: 88	G: 99	H: 88	I: 99

> COc1cc2c(cc1OC)C(=O)OC(=O)C2
  A: 102	B: 100	C: 111	D: 109	E: 98	F: 108	G: 107	H: 109	I: 108

> COc1ccc(C(=O)c2sc3nc(-c4cc5ccccc5o4)cc(-c4ccc(Cl)cc4)c3c2N)cc1
  A: 131	B: 109	C: 91	D: 95	E: 111	F: 102	G: 102	H: 102	I: 95

> FC(F)(F)c1cc(Nc2cccc(Oc3ccc(NC4=NCCN4)nc3)c2)ccc1Cl
  A: 4.4*	B: -71*	C: -76*	D: -38*	E: 42	F: -3.8*	G: -69*	H: -49*	I: -60*

> CC(=O)c1cc2c(N)c(C(=O)Nc3cccc4ccncc34)sc2nc1C
  A: 104	B: 87	C: 101	D: 102	E: 104	F: 105	G: 104	H: 102	I: 101

> Clc1ccc(C2=CSC3N=C(c4ccc(Cl)cc4)C=C(c4ccco4)N23)cc1 (stereo not drawn)
  A: 95	B: 87	C: 111	D: 101	E: 107	F: 104	G: 103	H: 102	I: 103

> CN1CCN(c2ccc(Nc3nc(NCCNC(=O)c4ccc(F)cc4)c4sccc4n3)cc2)CC1
  A: 32	B: 28	C: 75	D: 44	E: 91	F: 82	G: 84	H: 22	I: 65

> Cc1ccc2c(c1)C13C(=C2c2ccccc2)CCCN1C(=O)c1ccccc13 (stereo not drawn)
  A: 114	B: 84	C: 94	D: 112	E: 93	F: 90	G: 101	H: 90	I: 92

> O=C1Nc2ccccc2[C@]12Oc1ccccc1[C@H]1CC(c3ccc(Br)cc3)=NN12
  A: 98	B: 50	C: 78	D: 96	E: 74	F: 79	G: 60	H: 71	I: 31

> CCCOC(=O)C1(N)CCCC1
  A: 108	B: 103	C: 106	D: 114	E: 110	F: 92	G: 107	H: 99	I: 108

> CC(=O)OCC(C)(C)[N+](C)(C)C
  A: 111	B: 102	C: 100	D: 105	E: 96	F: 107	G: 104	H: 97	I: 103

> COc1cc2c(cc1OC)-c1ccc3cc4c(cc3c1N(CCCN1CCCCC1)C2)OCO4
  A: 25	B: 48	C: 38	D: /	E: 76	F: 64	G: 29	H: 25	I: 49

> CCOc1ncc([N+](=O)[O-])c(OCC)n1
  A: 121	B: 104	C: 111	D: 112	E: 107	F: 123	G: 113	H: 105	I: 117

> CCO/C=C1\SC(=S)N(c2cccc(C)c2)C1=O
  A: 102	B: 101	C: 103	D: 108	E: 93	F: 92	G: 102	H: 109	I: 103

> O=C(c1ccccc1)C1(O)Oc2ccccc2C1=O (stereo not drawn)
  A: 106	B: 85	C: 121	D: 113	E: /	F: /	G: 90	H: 95	I: 98

> c1ccc(-c2ccc(-c3nc4ncccn4c3NCCN3CCOCC3)cc2)cc1
  A: 95	B: 95	C: 95	D: /	E: 93	F: 88	G: 99	H: 93	I: 91

Not a retest: an excerpt of the list.
Letter code: A = HT29; B = HCT-15; C = SW-620; D = COLO 205; E = NCI-H226; F = NCI-H322M; G = NCI-H460; H = HCT-116; I = KM12
> CC(=O)O[C@]1(C)C(=O)C23C=CC1C[C@@]21O[C@@H]2C(C)(C)C=C[C@H](O)C23COC1=O
  A: 107	B: 102	C: 104	D: 103	E: 102	F: 99	G: 100	H: 103	I: 104

> COc1cc2oc(-c3cccc(C(=O)Nc4ccccc4)c3)cc(=O)c2c(O)c1OC
  A: 54	B: 93	C: 94	D: 92	E: 73	F: 66	G: 34	H: 46	I: 58

> N#Cc1c(-c2ccccc2)nc(SCC(=O)Nc2nc(-c3ccc(Cl)cc3)cs2)[nH]c1=O
  A: 93	B: 104	C: 113	D: 106	E: 96	F: 98	G: 106	H: 82	I: 103

> COc1ccc(/C=C2\SC(=O)N(CC(=O)Nc3ccc(C(=O)/C=C/c4cc5ccccc5nc4Cl)cc3)C2=O)cc1
  A: 102	B: 96	C: 104	D: 110	E: 82	F: 103	G: 99	H: 81	I: 100

> COc1cccc(-c2nn(-c3ccccc3)cc2-c2ccnc(NCCCNS(=O)(=O)c3ccc(Cl)cc3)c2)c1
  A: 11	B: 34	C: 63	D: 15	E: 40	F: 67	G: 41	H: 31	I: 39
